PREPL inh – human PREPL enzyme inhibition; recombinant PREPL, fluorescence polarization activity-based probe; inhibition, % at 5.96 µM; actives 0.68% (n = 320,000); AID 2751; in the data active = inhibition above about 43%;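 note: 0% = enzyme with DMSO and 100% = wells lacking enzyme; many of its hits are not listed in these tables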
EBNA-1 inh – blocks EBNA-1 binding to DNA; EBNA-1 DNA binding, fluorescence polarization; inhibition, % at 14.8 µM; actives 0.34% (n = 300,000); AID 1950; in the data active = inhibition above about 28%
PAFAH2 FP inh – PAFAH2 (human) inhibition. Q99487. recombinant PAFAH2, FP-rhodamine activity probe, fluorescence polarization. inhibition, % at 3.39 µM. actives 0.99% (n = 340,000);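 active = inhibition above the mean over all tested compounds plus 3 SD, cut at about 30% in these data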;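 note: inhibitors block probe labeling of enzyme so polarization drops; 0% = enzyme with DMSO and 100% = wells lacking PAFAH2 protein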
PAFAH1B3 inh – inhibitors of human PAFAH1B3; Q15102; AID 492972; inhibition, % at 3.39 µM; actives 0.28% (n = 340,000); recombinant PAFAH1B3, FP-rhodamine probe, fluorescence polarization;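 active = inhibition above the screen-wide average of all tested compounds plus 3 SD, cut at about 25% in these data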;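 note: 0% = enzyme with DMSO only and 100% = wells lacking PAFAH1B3 protein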
Target sequence (Q15102 whole entry, looked up): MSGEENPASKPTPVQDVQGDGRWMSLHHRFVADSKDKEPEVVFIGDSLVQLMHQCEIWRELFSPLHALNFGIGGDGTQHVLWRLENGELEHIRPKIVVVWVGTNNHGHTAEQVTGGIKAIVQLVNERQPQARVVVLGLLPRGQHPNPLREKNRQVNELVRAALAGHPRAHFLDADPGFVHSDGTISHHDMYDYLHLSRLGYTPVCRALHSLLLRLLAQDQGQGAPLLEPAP
LYPLA1 counter – LYPLA1 (human) inhibition in PME1 counter-screen; actives 0.16% (n = 320,000); inhibition, % at 5.9 µM; recombinant LYPLA1, FP-Rh probe fluorescence polarization; O75608;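 active = inhibition above the mean of all tested compounds plus 3 SD, set per campaign, cut at about 14% in these data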;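 note: inhibitors block serine hydrolase probe labeling of LYPLA1 so polarization falls; 0% = enzyme with DMSO and 100% = wells lacking LYPLA1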
Target sequence (O75608 whole entry, looked up): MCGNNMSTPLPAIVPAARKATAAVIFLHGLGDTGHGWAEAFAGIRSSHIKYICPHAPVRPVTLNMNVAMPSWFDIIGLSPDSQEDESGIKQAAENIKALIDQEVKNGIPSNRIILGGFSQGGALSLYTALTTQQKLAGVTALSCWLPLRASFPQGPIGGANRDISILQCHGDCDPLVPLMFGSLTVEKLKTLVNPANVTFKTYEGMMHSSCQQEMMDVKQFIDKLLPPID
pPAFAH inh – inhibitors of human plasma PAF acetylhydrolase (pPAFAH); AID 463082; inhibition, % at 3.39 µM; actives 1.5% (n = 330,000); recombinant pPAFAH, FP-rhodamine probe fluorescence polarization;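 active = inhibition above the mean inhibition across the screen plus 3 SD, cut at about 25% in these data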;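 note: inhibitors block binding of the rhodamine activity-based probe so polarization drops; 0% = enzyme with DMSO and 100% = wells lacking pPAFAH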
ZTA DNA inh – counter-screen for EBNA-1 inhibitors: inhibitors of Epstein-Barr virus ZTA; inhibition, % at 11 µM; P03206; AID 2234; ZTA-DNA binding, fluorescence polarization; actives 0.15% (n = 320,000); in the data active = inhibition above about 33%
Target sequence (P03206 whole entry, looked up): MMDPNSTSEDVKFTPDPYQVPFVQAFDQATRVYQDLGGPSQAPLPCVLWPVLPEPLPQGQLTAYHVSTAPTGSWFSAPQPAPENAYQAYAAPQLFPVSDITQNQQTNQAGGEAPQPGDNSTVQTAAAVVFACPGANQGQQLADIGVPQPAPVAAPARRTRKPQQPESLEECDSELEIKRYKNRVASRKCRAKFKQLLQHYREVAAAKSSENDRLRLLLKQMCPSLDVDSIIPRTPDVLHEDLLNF
PAFAH1B2 FP inh – blocks human PAF acetylhydrolase 1b catalytic subunit 2; actives 1.2% (n = 340,000); recombinant PAFAH1B2, FP-rhodamine activity probe, fluorescence polarization; AID 492953; inhibition, % at 3.39 µM; P68402;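 active = inhibition above the mean of all tested compounds plus 3 SD, cut at about 24% in these data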;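 note: 0% = enzyme with DMSO and 100% = wells lacking PAFAH1B2; many of its hits are not listed in these tables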
LYPLA2 inh – counter-screen for PME1 inhibitors: inhibitors of human LYPLA2. O95372. recombinant LYPLA2, FP-Rh probe fluorescence polarization. inhibition, % at 5.9 µM. actives 0.38% (n = 320,000);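 active = inhibition above the screen-wide mean plus 3 SD, limit set per campaign, cut at about 26% in these data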;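 note: 0% = LYPLA2 with DMSO and 100% = wells lacking LYPLA2 enzyme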
Target sequence (O95372 whole entry, looked up): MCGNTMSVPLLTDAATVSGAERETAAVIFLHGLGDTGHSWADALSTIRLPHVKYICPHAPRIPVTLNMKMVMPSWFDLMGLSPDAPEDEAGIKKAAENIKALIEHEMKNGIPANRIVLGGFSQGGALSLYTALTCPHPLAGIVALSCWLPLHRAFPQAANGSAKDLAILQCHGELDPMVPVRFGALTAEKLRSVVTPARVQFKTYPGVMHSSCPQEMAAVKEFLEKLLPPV
* hit, by the source's call; / = no result given. The list is partial; count on the stated rates, not on these rows.

SMILES | PREPL inh | EBNA-1 inh | PAFAH2 FP inh | PAFAH1B3 inh | LYPLA1 counter | pPAFAH inh | ZTA DNA inh | PAFAH1B2 FP inh | LYPLA2 inh
CCC/C=C(\CCC)C(NC(=O)c1ccc(C(F)(F)F)cc1)c1ccccc1 (configuration not stated) | -11 | -6 | / | / | -1 | -7 | 8 | / | 0
COC(=O)C1CC(c2ccc(Cl)cc2)=NO1 (configuration not stated) | 6 | -4 | 3 | 0 | 1 | 3 | -3 | -2 | -2
O=C(N/C=C/c1ccco1)NCc1ccccc1 | -1 | 15 | 9 | -3 | -5 | 22 | 10 | -5 | -14
COc1ccc(NC(=O)Nc2cccc3ccccc23)c(OC)c1 | 6 | 11 | 1 | 10 | -2 | 2 | -14 | 2 | 1
CSc1ccccc1NC(=O)CO/N=C(\C)c1cc2ccccc2o1 | 5 | -5 | 2 | -2 | 0 | -1 | 8 | 3 | 18
O=C1c2ccccc2C(=O)N1OCc1c(F)cccc1Cl | 10 | -10 | 6 | 4 | 2 | 1 | -1 | 3 | 0
Cc1cccc2cc(C#N)c(N3CCC(O)CC3)nc12 | 3 | 2 | 4 | 8 | 1 | 6 | 14 | 8 | 3
CSCC(C)N1CCC(n2nccc2NC(=O)CCOc2ccccc2)CC1 (configuration not stated) | 17 | 5 | -9 | 2 | 0 | -3 | -14 | 0 | 6
O=C(NCc1cccnc1)c1ccc(-c2ccccc2[N+](=O)[O-])o1 | -1 | 6 | -7 | 11 | 5 | 56* | -1 | -5 | 1
CCOc1ccc(C(=O)NCC(=O)NCC(c2ccc(OC)cc2)N2CCOCC2)cc1OCC (configuration not stated) | 0 | 5 | 6 | 0 | 1 | 0 | 0 | 9 | 1
Cc1nc(C(F)(F)F)c(C(=O)N/N=C(\N)c2cccnc2)s1 | 7 | -9 | 1 | 0 | 1 | -1 | -18 | 5 | 6
CN(CC(=O)Nc1ccc(F)cc1)C(=O)COC(=O)C1CCN(c2ccc(C(F)(F)F)cn2)CC1 | 8 | -2 | -2 | 7 | -2 | -5 | 6 | 11 | 3
Cn1c(=O)c2ncn(CC(=O)Nc3nc(-c4ccc(Cl)cc4)cs3)c2n(C)c1=O | -20 | -4 | -12 | -5 | -6 | 1 | 5 | -2 | 13
CCCCN(C(=O)CSCC(=O)Nc1cccc(C)c1)c1c(N)n(Cc2ccccc2)c(=O)[nH]c1=O | -1 | -7 | 4 | 6 | 2 | -5 | -4 | 4 | 2
c1ccc(CN=C2NN=C(c3cc4ccccc4o3)CS2)cc1 | 2 | -6 | -5 | 3 | -6 | 1 | 5 | 7 | -4
CC(C)CC(=O)Nc1ccccc1Oc1ccccc1 | 13 | -3 | -10 | 7 | 1 | 2 | -8 | 6 | 8
CCOC(=O)Cc1csc(NC(NC(=O)OCC)(C(F)(F)F)C(F)(F)F)n1 | 1 | 1 | 3 | 6 | 2 | 2 | -17 | 2 | 0
O=[N+]([O-])c1ccc2[nH]c3c(c2c1)CCCC3O (configuration not stated) | 1 | -4 | 2 | 10 | 2 | 5 | 5 | 2 | -2
O=c1[nH]nc(-c2ccccc2)c2ccccc12 | -5 | 6 | -4 | 5 | -2 | 0 | 11 | -5 | 2
CCOc1c(CNCCN2CCOCC2)cccc1OC | 3 | 9 | -2 | 5 | -2 | 5 | -3 | -1 | 4
Cc1ccc(CNC(=O)[C@H](C)NC(=O)C2CCN(C(=O)[C@@H](N)CC(C)C)CC2)cc1 | 7 | 4 | 3 | -8 | -1 | 0 | 15 | -2 | 3
OCCCn1c(CCCNc2nc(-c3cccc(Br)c3)cs2)nc2cc(Cl)c(N3CCCCC3)cc21 | 12 | 1 | 8 | 5 | -7 | 8 | -1 | -4 | -16
Cc1ccc(CNS(=O)(=O)c2ccc(CN3C(=O)c4cccnc4C3=O)s2)o1 | -3 | -1 | -2 | 5 | 0 | 4 | 5 | 4 | -4
O=C(NCc1ccc(C(F)(F)F)cc1)C1CC(c2cccc(F)c2)=NO1 (configuration not stated) | -12 | 13 | -1 | -1 | 0 | -7 | 2 | 7 | -3
O=C(Nc1ccc(Br)cc1F)c1ccncc1 | -10 | 6 | 7 | 0 | -1 | 2 | 7 | 2 | 3
COc1cccc(NC(=O)CN(C)C(=O)CSc2ccc3c(c2)OCCO3)c1 | -8 | / | 6 | -4 | -2 | -3 | -4 | 1 | -3
COc1ccc(C2Nc3ccccc3C(=O)N2c2ccccc2)cc1CSc1ccccn1 (configuration not stated) | 0 | 1 | 2 | -1 | -1 | 7 | -2 | 4 | 3
CC(Sc1nnc(N)s1)C(=O)NC1CCCCC1C (configuration not stated) | -2 | -5 | -2 | 2 | 1 | 5 | 4 | 0 | 4
O=C(CSc1nc2ccccc2nc1N1CCOCC1)Nc1ccccc1F | 8 | 7 | -1 | -2 | 0 | 20 | 0 | 5 | 6
NNC(=O)/C=C/c1ccc(Cl)cc1Cl | 5 | -2 | -5 | -1 | -8 | 3 | -9 | 2 | -8
N#CCCN(C(=O)COC(=O)CCc1ccccc1)c1ccccc1 | 14 | 5 | 10 | 2 | -2 | 2 | -2 | 9 | 2
COc1cccc(NC(=S)N2CCn3cccc3C2c2cccnc2)c1 (configuration not stated) | 7 | -4 | 1 | 6 | 4 | 9 | -2 | -4 | 10
COC(=O)c1ccccc1NC(=S)NC(=O)c1ccc2ccccc2c1 | 3 | 22 | -6 | -1 | 0 | 3 | -2 | 2 | -9
CCOC1OC(=O)C(Cl)=C1Nc1cc(C)ccc1C (configuration not stated) | 2 | -4 | 2 | 7 | 1 | 5 | -6 | 0 | 0
COc1nc(Oc2ccc(C(=O)O)cc2)nc(Oc2ccc(C(=O)O)cc2)n1 | 22 | -1 | -1 | -1 | 4 | -2 | 6 | -4 | -5
O=C(Cc1c[nH]c2ccccc12)N/N=C/c1cccc(F)c1 | -1 | -7 | 0 | 3 | -5 | 6 | -20 | 1 | -6
COCCN1C=C2C(=O)C(C)(OC(=O)CCC(=O)OC)C(=O)C(Br)=C2C=C1c1ccc(OC)cc1 (configuration not stated) | 64* | 4 | 1 | 8 | -1 | 9 | -2 | 13 | 3
CCOC(=O)CSc1cc(CS(=O)(=O)c2ccccc2)nc(-c2ccccc2)n1 | -24 | 1 | 4 | 6 | 2 | 9 | 11 | 3 | 0
O=C(CCC(=O)N(CC(=O)NC1CCCCC1)Cc1cccs1)Nc1nccs1 | -6 | 6 | 6 | -2 | 1 | -2 | -10 | 3 | 4
Cc1cc(NC(=O)CCSc2ccccc2)ccc1Br | -22 | -8 | -9 | -1 | -5 | 0 | -11 | 2 | -5

Profiles, quoted from the list. Order of screens: PREPL inh	EBNA-1 inh	PAFAH2 FP inh	PAFAH1B3 inh	LYPLA1 counter	pPAFAH inh	ZTA DNA inh	PAFAH1B2 FP inh	LYPLA2 inh
`O=C(N/C=C/c1ccco1)NCc1ccccc1` is listed with -1	15	9	-3	-5	22	10	-5	-14
`CCC/C=C(\CCC)C(NC(=O)c1ccc(C(F)(F)F)cc1)c1ccccc1` (configuration not stated) is listed with -11	-6	/	/	-1	-7	8	/	0

(continued)
SMILES | PREPL inh | EBNA-1 inh | PAFAH2 FP inh | PAFAH1B3 inh | LYPLA1 counter | pPAFAH inh | ZTA DNA inh | PAFAH1B2 FP inh | LYPLA2 inh
CCn1ncc(Cl)c1C(=O)Nc1ccncc1 | 17 | 13 | 8 | 0 | 4 | -3 | -2 | 0 | 4
COCc1cc(C)nc(SCC(=O)Nc2cc3c(cc2C#N)OCO3)c1C#N | 6 | 0 | 1 | 5 | -5 | -6 | -17 | 1 | 2
COc1ccc([C@H]2CC(=O)C=C(c3ccc(Cl)c(Cl)c3)C2)cc1 | -35 | / | -6 | -6 | 4 | 3 | -19 | -3 | 4
CC(C)(C)c1cc(NC(=O)C2CCCO2)no1 (configuration not stated) | 4 | -3 | 4 | -3 | -2 | 3 | -3 | 2 | 7
CC(C)CCN(C(=O)CNC(=O)c1cccs1)C(C(=O)NC1CCCC1)c1ccncc1 (configuration not stated) | 2 | 0 | 3 | 1 | 0 | 5 | 0 | -3 | 3
CCCC(NC(=O)CNC(=O)C(C)(C)C)C(=O)O (configuration not stated) | 3 | 13 | 5 | 3 | 3 | 2 | 22 | 2 | -4
Cc1ccc(S(=O)(=O)NCC(=O)OCC(=O)NCCc2ccccc2)cc1 | 14 | 5 | 9 | 5 | 0 | 11 | -9 | 11 | 1
COc1cccc(NC(=O)CN(C)C(=O)c2ccc(NS(=O)(=O)c3ccc(F)cc3)cc2)c1 | 6 | / | 4 | 7 | -1 | 4 | -2 | 1 | 1
NC(=O)[C@H]1CC2(CC(c3cccc(NC(=O)COc4ccc(Cl)cc4)c3)=NO2)CN1C(=O)Cc1ccc([N+](=O)[O-])cc1 (some centres not stated) | 49* | 4 | -7 | 5 | -13 | 8 | -14 | -2 | -18
COc1ccc(OC)c(NC(=S)NCc2ccco2)c1 | 3 | 8 | 8 | 3 | 0 | 4 | 21 | 4 | 0

Marked active in PREPL inh, of those listed so far:
smiles | PREPL inh | EBNA-1 inh | PAFAH2 FP inh | PAFAH1B3 inh | pPAFAH inh | PAFAH1B2 FP inh
COCCN1C=C2C(=O)C(C)(OC(=O)CCC(=O)OC)C(=O)C(Br)=C2C=C1c1ccc(OC)cc1 (configuration not stated) | 64* | 4 | 1 | 8 | 9 | 13
NC(=O)[C@H]1CC2(CC(c3cccc(NC(=O)COc4ccc(Cl)cc4)c3)=NO2)CN1C(=O)Cc1ccc([N+](=O)[O-])cc1 (some centres not stated) | 49* | 4 | -7 | 5 | 8 | -2

The listing continues.
SMILES | PREPL inh | EBNA-1 inh | PAFAH2 FP inh | PAFAH1B3 inh | LYPLA1 counter | pPAFAH inh | ZTA DNA inh | PAFAH1B2 FP inh | LYPLA2 inh
O=C(Nc1ccc(Nc2ccccc2)cc1)c1ccc(Cl)cc1Cl | 21 | 5 | / | / | -7 | 14 | -7 | / | 0
CCN1CCN(c2nc3ccccc3nc2C(C#N)C(=O)OCc2ccccc2)CC1 (configuration not stated) | 32 | 6 | -5 | 14 | -3 | 10 | 5 | 3 | 2
O=C(O)c1ccc(/C=N/Nc2ncc(Cl)cc2Cl)cc1 | 1 | 7 | 3 | 3 | -1 | 0 | -13 | 8 | -3
Cc1nc(NCc2ccco2)c2oc3ccccc3c2n1 | 1 | -12 | 1 | 11 | -6 | -3 | -4 | 5 | -7
CCC(=O)Nc1nnc(SCC(=O)Nc2cccc(Cl)c2)s1 | -15 | 3 | -2 | 1 | -6 | 0 | -6 | 8 | 2
O=C(O)c1cccc(S(=O)(=O)Nc2ccc3c(c2)OCO3)c1 | -8 | 3 | 3 | 7 | 1 | 6 | -3 | 11 | 6
Cc1cc(C)n(-c2nc3ccccc3c(=O)n2OCc2ccc(F)cc2)n1 | 2 | -2 | -3 | 2 | -3 | -3 | 5 | -2 | -3
O=C(/C=C/c1ccco1)N(Cc1cccc(F)c1)C1CCS(=O)(=O)C1 (configuration not stated) | 2 | 22 | -6 | 24 | 1 | 3 | 6 | 2 | 0
CC(C(=O)N1CCN(c2ccc([N+](=O)[O-])cc2)CC1)N1C(=O)C2CC=CCC2C1=O (configuration not stated) | 20 | -8 | 0 | -3 | 0 | -2 | 6 | 1 | 5
O=C(CS(=O)(=O)c1ccc(Cl)cc1)Nc1nnc(-c2cccs2)o1 | -8 | -3 | 13 | 4 | 2 | 11 | -10 | 10 | 9
Cc1cc(C(=O)Nc2ccccc2C(=O)O)oc1C | 15 | -1 | 7 | 5 | 4 | -7 | 7 | 4 | 1
O=C(CSc1ccccc1)N1CCN(S(=O)(=O)c2ccccc2F)CC1 | 10 | -13 | 9 | 2 | -2 | -5 | -1 | 4 | -1
CCOC(=O)C1=C(C)OC(N)=C(C#N)C1c1ccoc1 (configuration not stated) | 23 | 3 | -6 | 4 | 1 | 2 | -8 | 5 | 6
O=C(Nc1cccnc1)c1cc(-c2cccc(Cl)c2)on1 | -14 | 2 | -2 | 8 | -5 | 5 | -7 | -2 | 0

Compound activity as filed in PubChem BioAssay.
